Compound activity deposited in PubChem BioAssay by National Center for Advancing Translational Sciences (NCATS).
MLL CXXC-DNA inh – blocks binding of human MLL CXXC domain to DNA | Q03164 | MLL-CXXC / FITC-HOXA9 DNA fluorescence polarization | Potency, µM (highest dose often 115 µM), for the others: at the top dose activity change, negative = inhibition, most hits filed as inhibitors | 290,000 compounds, 0.037% hits; active = well fitted inhibition curve with a large enough effect in the polarisation, with a control signal flat, not every such curve was filed as active; inconclusive = small, poorly fitted or top-dose-only effect, or effect the other way, or a change in a side signal; inactive = no such curve, though single readings can be large or run the other way; the % refers to the polarisation; also: potency is read from the fitted curve at half-maximal effect
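Fluorescence polarization: 7 uM MLL-CXXC (stock) preincubated 5 min with compounds, then 50 nM fluorescein-HOX-A9 DNA (stock) added; 30 min ambient. Buffer 50 mM Tris-HCl pH 7.5, 50 mM NaCl, 1 mM DTT, 0.05% BSA.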
GALK inh – blocks human galactokinase activity | P51570 | Purified GALK, Kinase-Glo residual ATP luminescence | Potency, µM (series often up to 57.5 µM), without a hit: at the highest dose activity change, negative = inhibition, usual class: inhibitors | 270,000 compounds, 0.007% hits | AID 1868; also: potency is read from the fitted curve at half-maximal effect; % is scaled to controls: 0 for no effect and ±100 for the full control effect
Target sequence (P51570 whole entry, looked up): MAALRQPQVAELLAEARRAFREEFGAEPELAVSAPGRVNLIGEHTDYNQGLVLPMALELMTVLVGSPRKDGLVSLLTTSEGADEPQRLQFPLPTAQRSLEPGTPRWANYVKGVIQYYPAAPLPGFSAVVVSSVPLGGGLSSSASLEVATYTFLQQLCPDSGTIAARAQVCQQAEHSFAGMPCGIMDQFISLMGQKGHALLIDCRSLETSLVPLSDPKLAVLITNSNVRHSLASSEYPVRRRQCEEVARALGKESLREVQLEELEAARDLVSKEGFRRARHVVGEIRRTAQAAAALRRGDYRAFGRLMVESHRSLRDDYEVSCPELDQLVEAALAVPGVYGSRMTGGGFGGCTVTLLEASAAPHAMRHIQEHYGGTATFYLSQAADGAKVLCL
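Compounds were pin-transferred into ATP buffer (35 uM final), then GALK plus galactose (5 nM, 100 uM final) was added. After 1 h at room temperature, Kinase-Glo Plus was added and luminescence read after 10 min.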
FBPA coupling cs – coupling enzyme interference in Giardia aldolase counter-screen. activity change, negative = inhibition, % at 58.2 µM, hits read low. 290,000 compounds, 0.67% hits. coupling enzyme system counterscreen, AmpLite Red fluorescence. AID 2472; in the data active = activity change below about -30%; also: % is scaled to controls: 0 for no effect and ±100 for the full control effect
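Counterscreen of the coupled detection system alone, without aldolase: glyceraldehyde-3-phosphate coupling enzymes plus AmpLite Red readout. Compounds at 57.5 uM final, 10 min RT preincubation, 20 min RT reaction, fluorescence 525/598 nm.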
TRPV1 agonist – human TRPV1 agonism; TRPV1-expressing cells, Fluo-8 calcium influx, agonist mode; activation, % at 8.33 µM; 320,000 compounds, 0.19% hits; AID 540275; in the data active = activation above about 80%; inconclusive = between about 30% and that limit; also: 0% is about no effect
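Fluo-8 calcium influx in TRPV1-expressing cells, kinetic read (ex 480/em 520 nm). Compound added and read 3 min for agonist activity, followed by capsaicin at EC20 final and 2 min further read for enhancement.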
PKM2 activator – increases activity of human pyruvate kinase M2; P14618; purified PKM2, Kinase-Glo ATP luminescence, activation; response scale: 0% is enzyme alone, no compound; Potency, µM (doses to about 57.5 µM), inactives show at the highest dose activation, usual class: activators; 260,000 compounds, 0.34% hits; AID 1631; also: potency is read from the fitted curve at half-maximal effect; % is scaled to controls: 0 for no effect and ±100 for the full control effect; nearly all actives have a fitted effect of over 55% in size
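Purified hPK-M2 (>95%) run at intermediate activity with 0.1 mM ADP and 0.5 mM PEP in 50 mM imidazole pH 7.2, KCl, MgCl2; 1 h room temperature. ATP formed read by Kinase-Glo luminescence; normalized to uninhibited and no-enzyme controls.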
Menin MLL FP TR – inhibitors of human menin-MLL interaction, mutant MLL peptide | 270,000 compounds, 0.23% hits | Menin + Texas Red MLL mutant peptide, fluorescence polarization | O00255 | Potency, µM (top dose mostly 61.6 µM), for inactives: top-dose FP activity change, negative = inhibition, most hits filed as inhibitors; active = well fitted inhibition curve with a large enough effect in the polarisation, with a control signal flat, not every such curve was filed as active; inconclusive = small, poorly fitted or top-dose-only effect, or effect the other way, or a change in a side signal; inactive = no such curve, though single readings can be large or run the other way; the % refers to the polarisation; also: potency is read from the fitted curve at half-maximal effect; % of control where 0% means no effect; many of its hits are not listed in these tables
B2AR arrestin – agonists driving beta-arrestin recruitment to human beta2-adrenergic receptor; Potency, µM (titrated, usually from 46.1 µM), without a hit: at the top dose activation, actives largely listed as activators; beta-arrestin recruitment to beta2AR, cell-based reporter; P07550; 330,000 compounds, 0.02% hits;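 also: potency is read from the fitted curve at half-maximal effect; 0% = DMSO controls and full agonism = EC100 isoproterenol or metaproterenol; nearly all actives have a fitted effect of over 65% in size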
Target sequence (P07550 whole entry, looked up): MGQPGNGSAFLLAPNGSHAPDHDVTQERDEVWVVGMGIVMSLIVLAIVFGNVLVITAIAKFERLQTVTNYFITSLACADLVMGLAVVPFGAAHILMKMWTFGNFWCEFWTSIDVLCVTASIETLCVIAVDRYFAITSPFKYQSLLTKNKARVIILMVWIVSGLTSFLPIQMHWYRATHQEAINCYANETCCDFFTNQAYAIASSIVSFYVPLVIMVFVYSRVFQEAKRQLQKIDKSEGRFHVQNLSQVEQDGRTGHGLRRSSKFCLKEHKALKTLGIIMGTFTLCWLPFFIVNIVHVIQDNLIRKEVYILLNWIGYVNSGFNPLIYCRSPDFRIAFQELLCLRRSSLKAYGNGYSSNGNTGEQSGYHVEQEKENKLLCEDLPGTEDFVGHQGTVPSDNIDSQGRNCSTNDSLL
Giardia killer – kills Giardia lamblia | Giardia lamblia trophozoite viability | activity change, % at 7.66 µM, hits read low | 340,000 compounds, 0.15% hits | AID 540267; in the data active = activity change below about -80%; inconclusive = between about -30% and that limit;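 also: parasites exposed to compound for two days anaerobically before the ATP read; % is scaled to controls: 0 for no effect and ±100 for the full control effect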
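Trophozoite viability was measured as ATP-dependent luminescence, read 15-30 min after reagent addition. Before that, parasites at 100 cells/well were exposed to compounds for 48 h, anaerobically, at 37 deg C.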
KCNH2 3.1 inh – inhibitors of human KCNH2 3.1 potassium channel isoform; 340,000 compounds, 0.95% hits; activity change, % (tested at about 1.8 µM); U2OS KCNH2 3.1, thallium flux FluxOr; stronger effect = lower value; AID 720553;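 active = maximum activity change below -70%; inconclusive = maximum activity change from -70% to -50%; inactive = maximum activity change above -50%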;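 also: thallium influx rate constant from kinetic fluorescence after stimulation buffer; % is scaled to controls: 0 for no effect and ±100 for the full control effect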
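Channel expression came from 3.1 mutant virus (1.77 x 10^8 /mL) applied to suspended U2OS cells for 4 h. Flux was tracked with FluxOr dye plus Red40 quencher, and kinetic rate constants normalized to controls.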
USP2a block – blocks human ubiquitin-specific protease USP2a. 330,000 compounds, 0.01% hits. USP2 core, Ub-CHOP2 coupled fluorogenic reporter, 485/531. O75604. Potency, µM (top dose mostly 38.3 µM), without a hit: top-dose activity change, negative = inhibition, most hits filed as inhibitors;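 also: potency is read from the fitted curve at half-maximal effect; plate controls were DMSO wells for no effect and full inhibition by NEM control for full effect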
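USP2 core (10nM final) preincubated 30min RT with compound in 20mM Tris-HCl pH 8.0, 2mM CaCl2, 2mM beta-mercaptoethanol, 0.05% CHAPS; 25nM Ub-CHOP2 plus 25nM reporter substrate added, fluorescence (Ex485/Em531) read after 60min.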
KCNH2 WT inh – inhibitors of human wildtype KCNH2 potassium channel; Q12809; U2OS, BacMam KCNH2, thallium flux FluxOr; stronger effect = lower value; activity change, % at 1.84 µM; 340,000 compounds, 0.37% hits; AID 720551;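 active = maximum activity change below -70%; inconclusive = maximum activity change between -70% and -50%; inactive = maximum activity change above -50%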; also: % is scaled to controls: 0 for no effect and ±100 for the full control effect
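U2OS cells were transduced with wild-type KCNH2 virus (2.03 x 10^8 / mL) for 4 h at room temperature, then cultured overnight at 37 C. Thallium flux was read with FluxOr dye. Rate constants were normalized to DMSO controls.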
* marks the source's active call; other numbers are inactive results; ? = inconclusive; . = no result given; & = joins results of further samples; [ ] = another dose, or the depositor's remark. Unless noted, calls follow the shape of the dose curve; as a rule, active = well fitted curve in the direction sought with a large enough effect; inconclusive = small, poorly fitted or top-dose-only effect, or another doubt; inactive = no such curve, though single readings can be large; an effect the other way counts as inactive or inconclusive. The list is partial; count on the stated rates, not on these rows.

SMILES,MLL CXXC-DNA inh,GALK inh,FBPA coupling cs,TRPV1 agonist,PKM2 activator,Menin MLL FP TR,B2AR arrestin,Giardia killer,KCNH2 3.1 inh,USP2a block,KCNH2 WT inh
CN(C(=O)c1nn(C)c2c1CS(=O)(=O)c1ccccc1-2)c1cccc(Cl)c1,18%,7%,.,1,.,.,0.3%,-4,6,2%,5
O=C1CSc2ccc(S(=O)(=O)N3CCN(c4ccccc4)CC3)cc2N1,2%,4%,.,?,.,.,0.2%,2,-16,0%,-1
COc1ccccc1N=Nc1c(C)[nH][nH]c1=O,?,0%,1,10,.,12%,-0.2%,7,5,-4%,-21
O=C(Cc1ccc([N+](=O)[O-])cc1)Nc1cccnc1,-4%,1%,0,1,0%,.,-0.1%,2,-1,4%,-7
CCOC(=O)C(NC(C)=O)C(=O)O (stereo not given),1%,-1%,2,3,-2%,-13%,-0.5%,12,-4,3%,19
COc1cccc(NC(=O)CN(C)C(=O)c2cc(-c3ccc(F)cc3)nc3ccccc23)c1,.,.,.,-2,.,.,-0.2%,6,-27,-5%,7
O=C(Nc1ccc2nc(-c3ccccc3)[nH]c2c1)c1cccs1,-1%,-3%,-13,8,1%,2%,0.2%,1,15,3%,-1
CC(C)N1CCC(N2CCN(C3CCCC3)CC2CCO)CC1 (stereo not given),-3%,-2%,2,1,21%,-3%,-0.2%,2,10,-5%,-2
O=C(NNC1=Nc2ccccc2SC1)c1ccccc1F,-21%,9%,2,12,-10%,.,0.4%,2,-12,0%,-3
Cc1ccc(-n2nc3c(c2NC(=O)c2ccco2)CS(=O)(=O)C3)cc1,44%[activator],-1%,2,-1,.,16%,0.7%,-8,12,1%,-2
CCOC(=O)c1sc(C)c2c(=O)n(CCc3ccccc3)nnc12,1%,0%,2,1,-3%,-9%,-0.3%,-6,-12,2%,-7
O=S(=O)(c1ccc(Cl)cc1)N1CCN(Cc2c[nH]c3ccccc23)CC1,12%,0%,0,3,1%,17%,-0.2%,10,-21,2%,-8
CN(C)c1cccc(C(=O)n2cc(C(=O)c3cc(F)ccc3O)cn2)c1,8%,1%,2,2,1%,7%,0.0%,-13,-3,4%,-13
C=CCOc1ccc(C2/C(=C(\O)c3ccc4c(c3)CC(C)O4)C(=O)C(=O)N2CCN2CCOCC2)cc1OCC (stereo not given),22%,-3%,7,1,.,?,0.3%,-15,14,-1%,3
O=C(OCC(=O)N1CCc2ccccc21)c1ccccc1,1%,5%,0,0,0%,3%,0.2%,-7,-3,3%,-3
COc1cc(-c2cc(C(=O)Nc3cc(S(=O)(=O)N4CCOCC4)ccc3O)c3ccccc3n2)cc(OC)c1OC,.,.,.,.,.,.,-0.9%,-14,2,-2%,-2
OCCCc1nc2ccccc2n1CCOc1ccccc1,-4%,6%,0,?,-2%,-15%,0.1%,3,18,-2%,-12
O=C(NCCCN1CCCC1=O)c1ccccc1OCc1ccc(Cl)cc1Cl,.,.,.,.,.,.,2.5%,-18,-2,-1%,2
Cc1ccc(NC(=O)c2ccccc2Br)cc1S(=O)(=O)N(C)C,13%,12%,0,1,-1%,25%,-0.5%,-19,4,4%,-3
O=C(CCl)N=c1sccn1Cc1ccccc1Cl,-7%,-2%,2,1,-6%,.,0.5%,12,5,0%,4
Cc1cccc(N2C(=O)C3C4C=CC(C5CC45)C3C2=O)n1 (stereo not given),3%,-1%,1,-2,0%,.,-0.4%,0,3,2%,20
O=C(CC1S/C(=N\S(=O)(=O)c2ccccc2)N(c2ccccc2)C1=O)Nc1ccc(F)cc1 (stereo not given),0%,-3%,0,4,1%,?,-4.0%,49[activator],-80*,-3%,-29
CCCOc1ccc(Cc2c(O)nc(N)[nH]c2=O)cc1C,-12%,-2%,6,-3,.,-11%,-0.1%,3,6,1%,3
CCOC(=O)CCc1c(C)nc2cc(-c3ccccc3OC)[nH]n2c1=O,1%,1%,0,0,0%,-12%,-0.9%,3,6,1%,1
O=C1Nc2ccccc2/C1=C/c1ccnc2ccccc12,12%,2%,-5,4,.,6%,-0.7%,-9,2,0%,20
CC(C)(C)c1nnc(NC(=O)C2CCN(C(=O)c3ccco3)CC2)s1,-12%,-1%,0,-1,-2%,-8%,-0.5%,-1,6,-3%,-4
CCOc1ccc(Cn2nnc(C(=O)Nc3cc(C)cc(C)c3)c2N)cc1,-8%,0%,-1,18,-4%,?,-0.3%,-9,-7,2%,-12
COc1cc2nc(=S)n3[nH]c(COc4ccccc4C)nc3c2cc1OC,3%,.,-3,-2,2%,?,-0.2%,9,0,0%,-2
O=[N+]([O-])c1ccc(N2CCC(=NOCc3ccc(Cl)cc3)CC2)cc1,0%,0%,-3,3,0%,24%,-0.3%,17,?,0%,27
CC1=NN(c2nc3ccccc3[nH]2)C(=O)/C1=C/N(C)C,-4%,12%,-5,-9,-87%,0%,-0.1%,?,-11,-1%,0
Cc1cc(C)c(OCCNCc2ccccc2)c(C)c1,16%,6%,2,1,-17%,-16%,0.5%,7,6,-2%,20
O=c1oc2cc(O)ccc2c2oc3cc(O)ccc3c12,6%,.,-1&1,0,-2%,?,-0.2%,-8,8,0%,-1
Cc1cccc(C(=O)NNC(=O)c2ccc(Cl)cc2)c1O,1%,2%,3,12,-6%,-9%,0.0%,-21,0,0%,-1
Cc1cccc(NC(=O)c2ccc(F)c(S(=O)(=O)N3CCC4(CC3)OCCO4)c2)c1,56%[activator],-9%,.,4,.,.,0.3%,-16,-13,-1%,3
Cc1ccc(NC(=O)Cn2cc(S(=O)(=O)c3ccccc3)c(=O)c3cc(F)ccc32)cc1,26%,.,2,0,-1%,0%,-2.3%,-12,-1,0%,-6
Cn1c(=O)n(Cc2ccc(F)cc2)c(=O)c2c1nc1n2CCCN1C1CCCCC1,-1%,0%,-1,?,0%,-11%,-0.3%,-1,15,2%,3
Cc1[nH]n(-c2ccccc2)c(=O)c1CCOC(=O)c1cccc(C(F)(F)F)c1,4%,1%,-8,19,-2%,-15%,-0.1%,-3,1,4%,4
Cc1ccc2nc(NC(=O)C3=NN(c4ccccc4)C(=O)CC3)sc2c1,-2%,1%,-2,-1,-10%,11%,2.5%,-15,-21,7%,5
CC[C@@H](C)[C@H](CN[C@H](CNC)C(C)C)NC[C@@H](C)c1ccc(CC(C)C)cc1,100%[activator],.,3,2,0%,-13%,0.5%,3,-15,3%,-7
CC(C)C(NC(=O)C1CCC(C(C)(C)C)CC1)C(=O)NCc1cccnc1 (stereo not given),-2%,0%,1,-2,1%,-6%,-0.1%,-13,3,0%,17
CC1CN(C(=O)Cn2cc(S(=O)(=O)CC(=O)N(C)c3ccccc3)c3ccccc32)CC(C)O1 (stereo not given),-2%,-2%,.,-1,-1%,.,0.1%,6,0,-1%,-4
Cc1ccccc1SCC(=O)N/N=C/c1ccc(F)cc1,-9%,2%,-2,22,.,13%,0.0%,3,8,4%,14
COCCN=c1scc(-c2ccccc2)n1/N=C/c1c[nH]c2ccccc12,-4%,-2%,-5,6,-7%,?,-0.4%,-18,-3,-6%,-11
O=C(Nc1ccc2nsnc2c1)N1CCCCC1,6%,-1%,-23,16,3%,-1%,-0.3%,17,-8,1%,13
Cc1cc(NC(=O)c2cccc3c2C(=O)N(C2CCCCC2)C3)ccc1Br,-1%,5%,.,-7,.,.,0.3%,0,5,0%,0
O=C1C2CCCN2C(c2ccc(F)cc2)N1c1ccc(Cl)cc1 (stereo not given),6%,2%,3,19,0%,2%,-1.8%,-11,2,-1%,3
CC(C)(C)[C@H]1C=C(C(=O)N2CCN(Cc3ccccc3)CC2)O[C@@H](OCc2ccc(CO)cc2)C1,-10%,-3%,0,15,2%,?,0.4%,41[activator],-16,0%,2
O=C(CCNS(=O)(=O)c1cccc(Cl)c1)OCC(=O)N1CCN(C(=O)c2ccco2)CC1,.,.,.,-1,.,.,-0.1%,-3,-1,0%,23
CCOc1cc(NC(=S)Nc2cccc(C)c2)c(OCC)cc1NC(=O)CC(C)C,7%,-2%,-2,14,-1%,9%,0.2%,-16,18,3%,-10
CCOC(=O)N1C2=NC(C(=O)OC)=C(C(=O)OC)[C@@H]3N(C)c4ccc(OC)cc4[C@]23C[C@H]1C(=O)OC,.,.,3,.,4%[11.5 µM],1%[11.7 µM],.,11,10,.,-7
